Bioassay records from PubChem BioAssay.
TROY NFkB inh – inhibitors of TROY-driven NF-kB signaling, primary screen, Q293 LMP1-TROYcd cells, NF-kB luciferase, uHTS; Q293 LMP1-TROYcd NF-kB luciferase reporter, 4 h; inhibition, % at 10 µM; hit rate 0.98% among 360,000;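 active = compounds whose plate-normalised and pattern-corrected inhibition of the luciferase reporter signal at the single screening dose is 50% or more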
NCOA1 inh – SRC1 coactivator transcriptional activity inhibitors, primary screen, cell-based, luminescence | HEK293 GAL4-SRC1 luciferase reporter | inhibition, % at 3.6 µM | hit rate 0.12% among 360,000 | Nuclear receptor coactivator 1 (Homo sapiens), Q15788 | AID 588354, 2011;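 active = inhibition above the campaign mean plus 3 SD, with each screening campaign given its own cutoff, cut at about 60% in these data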;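 note: 0% = DMSO treated cells and 100% = gossypol at 36 µM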
SRC3 inh – SRC3 coactivator transcriptional activity inhibitors, primary screen, cell-based, luminescence; hit rate 0.17% among 360,000; inhibition, % at 3.6 µM; HEK293 GAL4-SRC3 luciferase reporter; Nuclear receptor coactivator 3 (Homo sapiens), Q9Y6Q9;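 active = inhibition above a per-campaign cutoff, the mean of all compounds plus 3 SD, cut at about 60% in these data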;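 note: 0% = DMSO-treated cells and 100% = gossypol-treated cells at 36 µM; higher means less SRC3-driven luciferase light from the GAL4 reporter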
NCOA2 inhibitor – inhibition of GAL4-SRC2 driven luciferase reporter, primary screen, SRC2 inhibitor project, cell-based, luminescence. AID 651957, 2012. inhibition, % at 9 µM. hit rate 0.17% among 370,000. Nuclear receptor coactivator 2 (Homo sapiens), Q15596. HEK293 GAL4-SRC2 luciferase reporter;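 active = inhibition above the mean inhibition of all tested compounds plus 3 SD, set per campaign, cut at about 52% in these data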;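 note: 0% = DMSO treated cells and 100% = cells given Gossypol at 36 µM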
NOD2-RIPK2 inh – NOD2-RIPK2 binding disruptors in cells, primary screen, fluorescence, CHO cells, BLA complementation. Receptor-interacting serine/threonine-protein kinase 2 (Homo sapiens), O43353. CCF4 ratio. inhibition, % at 4.98 µM. hit rate 0.38% among 360,000; in the data active = inhibition above about 21%;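 note: 0% = vehicle only and 100% = reference blocker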
Target sequence (O43353 whole entry, looked up): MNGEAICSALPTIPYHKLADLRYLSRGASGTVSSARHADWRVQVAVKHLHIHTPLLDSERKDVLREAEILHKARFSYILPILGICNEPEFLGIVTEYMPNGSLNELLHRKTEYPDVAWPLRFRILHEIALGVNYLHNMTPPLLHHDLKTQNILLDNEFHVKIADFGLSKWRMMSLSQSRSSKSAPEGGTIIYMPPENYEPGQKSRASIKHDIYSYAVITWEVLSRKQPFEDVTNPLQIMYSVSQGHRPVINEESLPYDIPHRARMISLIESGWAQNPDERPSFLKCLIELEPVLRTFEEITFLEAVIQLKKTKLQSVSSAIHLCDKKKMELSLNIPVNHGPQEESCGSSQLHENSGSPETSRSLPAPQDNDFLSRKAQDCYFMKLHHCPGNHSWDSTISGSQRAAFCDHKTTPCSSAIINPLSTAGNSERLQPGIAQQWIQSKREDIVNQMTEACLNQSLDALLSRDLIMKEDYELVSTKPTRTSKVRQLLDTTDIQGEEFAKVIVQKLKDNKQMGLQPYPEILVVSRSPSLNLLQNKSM
TLR9-MyD88 block – inhibitors of TLR9-MyD88 association in cells, primary screen, cell-based, CHO, BLA complementation, fluorescence | Toll-like receptor 9 (Homo sapiens) + Myeloid differentiation primary response protein … | CCF4 FRET ratio | inhibition, % at 4.98 µM | hit rate 0.21% among 340,000;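 active = inhibition above the mean over all tested compounds plus 3 SD, cut at about 21% in these data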;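 note: 0% = DMSO only wells and 100% = clavulanate BLA inhibitor control wells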
NR2F2 inh – NR2F2 transcriptional activity inhibitors, primary screen, cell-based, luciferase reporter, HEK293T, luminescence; hit rate 0.7% among 370,000; HEK293T NGFI-A luciferase reporter; AID 686940, 2013; inhibition, % at 8.6 µM; COUP transcription factor 2 (Homo sapiens), P24468;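 active = inhibition above a per-plate cutoff, mean inhibition of test wells between control levels plus 3 SD, cut at about 38% in these data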;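 note: cells cotransfected with COUP-TFII expression vector driving the NGFI-A reporter; 0% = median of COUP-TF2 test wells and 100% = reporter-only cells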
Target sequence (P24468 whole entry, looked up): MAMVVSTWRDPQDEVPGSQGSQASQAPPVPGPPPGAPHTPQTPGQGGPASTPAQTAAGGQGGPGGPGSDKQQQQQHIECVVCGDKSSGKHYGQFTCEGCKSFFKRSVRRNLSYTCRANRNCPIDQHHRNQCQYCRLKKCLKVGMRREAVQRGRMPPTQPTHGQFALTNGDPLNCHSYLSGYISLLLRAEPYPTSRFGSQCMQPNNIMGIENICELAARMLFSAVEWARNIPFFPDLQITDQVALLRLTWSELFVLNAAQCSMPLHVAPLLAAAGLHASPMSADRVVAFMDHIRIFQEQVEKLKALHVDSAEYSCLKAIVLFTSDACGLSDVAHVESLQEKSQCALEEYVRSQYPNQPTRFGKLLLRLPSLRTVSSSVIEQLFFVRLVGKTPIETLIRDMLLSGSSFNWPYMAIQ
LRH-1 inv ag – LRH-1 (NR5A2) inverse agonists, primary screen, cell-based, luminescence, HEK293T, StAR-luciferase reporter; AID 602396, 2012; inhibition, % at 3.6 µM; hit rate 0.13% among 360,000; LRH-1 transfected, 24 h; Nuclear receptor subfamily 5 group A member 2 (Homo sapiens), O00482;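 active = inhibition above the mean inhibition of all tested compounds plus 3 SD, cut at about 73% in these data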;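 note: 0% = DMSO wells and 100% = reporter-only cells lacking LRH-1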
ABHD5-PLIN5 inh – ABHD5-PLIN5 interaction inhibitors, primary screen, cell lysate, split luciferase complementation, luminescence | Perilipin-5 (Homo sapiens) + 1-acylglycerol-3-phosphate O-acyltransferase ABHD5 (Homo … | Split G. princeps luciferase complementation, 4 h | inhibition, % at 4 µM | hit rate 0.78% among 360,000 | AID 602281, 2012;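 active = inhibition above the mean inhibition across every tested compound plus 3 SD, cut at about 22% in these data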;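 note: 0% = DMSO only wells and the 100% control is not disclosed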
TWEAK-Fn14 inh – inhibitors of TWEAK-Fn14 signaling, primary screen, luciferase reporter cells, uHTS; inhibition, % at 10 µM; hit rate 2% among 360,000; TWEAK-stimulated Fn14 reporter cells, luciferase luminescence, 8 h; in the data active = inhibition above about 50%
Exocytosis inh – LAMP-1 surface exposure blockers, TALL-104 cells – cell-based, flow cytometry, MLPCN library, primary screen. inhibition, % at 10 µM. hit rate 0.66% among 360,000. TALL-104 LAMP-1 surface exposure; cells stimulated with thapsigargin and PMA;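 active = inhibition above about 55%, limit read from the data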
The depositor's hits bear a star; · = no result given.

SMILES | TROY NFkB inh | NCOA1 inh | SRC3 inh | NCOA2 inhibitor | NOD2-RIPK2 inh | TLR9-MyD88 block | NR2F2 inh | LRH-1 inv ag | ABHD5-PLIN5 inh | TWEAK-Fn14 inh | Exocytosis inh
O=C(Nc1nccs1)c1cc([N+](=O)[O-])ccc1Cl | -13 | 21 | 28 | 43 | 4 | -6 | -8 | -9 | 5 | 15 | -5
CCOc1ccc(C(=O)NCC(=O)OC(C)C(=O)NCc2ccco2)cc1OCC (stereo not given) | 2 | 3 | 10 | 6 | -7 | 3 | -7 | 16 | 5 | -6 | 3
COc1ccc(N(CC(=O)NCCSc2ccc(C)cc2)S(=O)(=O)c2ccccc2)c(OC)c1 | -1 | 4 | 22 | 5 | 4 | -2 | -5 | -4 | 2 | 11 | 1
CC(C(=O)NC1CC(C)(C)NC(C)(C)C1)c1ccc([N+](=O)[O-])cc1 (stereo not given) | 4 | -24 | -7 | 25 | -3 | 5 | 8 | 13 | -4 | -3 | 4
O=C(CCc1c[nH]c2ccccc12)NCCc1ccccc1 | -10 | -29 | -6 | -19 | -4 | 1 | -33 | -1 | 4 | -8 | -6
Cc1cnc(NC(=O)CSc2nnc(-c3ccccc3)o2)s1 | 3 | -102 | -71 | -47 | -6 | 3 | -38 | -161 | 1 | 19 | -5
O=C(CS(=O)(=O)Cc1ccccc1)N1CCN(Cc2ccc3c(c2)OCO3)CC1 | 20 | -8 | -9 | 0 | -8 | 3 | -5 | 8 | -1 | -1 | -2
CCOC(=O)C1(Cc2ccccc2C)CCCN(S(C)(=O)=O)C1 (stereo not given) | 11 | 16 | 8 | -35 | 6 | -2 | -10 | 5 | -1 | 5 | 1
COCCOc1nc2c(c(=O)n(C)c(=O)n2C)n1Cc1cccc(OC)c1 | -2 | 9 | 29 | 19 | -13 | 6 | 18 | 11 | -8 | 16 | 17
CCn1c(C)c(C(C)=O)c(N2CCN(c3ccc(OC)cc3)CC2)nc1=S | -16 | -81 | 14 | -10 | -5 | -8 | -29 | -12 | 1 | -12 | 16
CSc1nc(-c2ccccc2)nn1C(=O)c1ccccc1 | -3 | -32 | -2 | -18 | -3 | 0 | -18 | -22 | -2 | -1 | 1
Nc1nc(-c2ccco2)nn1C(=O)c1ccc([N+](=O)[O-])cc1 | 19 | 1 | 17 | -28 | -4 | -3 | -2 | 4 | 3 | -8 | 0
O=C1OC(OC(=O)c2ccccc2Br)C(N2CCOCC2)=C1Cl (stereo not given) | 16 | 3 | 18 | 17 | 2 | 0 | -4 | 5 | 5 | 15 | -3
O=[N+]([O-])c1ccc(COc2ccc(-c3[nH]ncc3-c3ccccc3)c(O)c2)cc1 | -5 | -9 | 6 | -10 | 15 | -1 | -1 | -1 | -2 | -3 | 11
Cc1nn(-c2ccc(Cl)c(Cl)c2Cl)c(=O)c2ccccc12 | 2 | 23 | 17 | -10 | 6 | 10 | 11 | 9 | 2 | 13 | 7
CCOc1cc(C2C(C(=O)OC)=CN(Cc3ccc(Cl)cc3)C=C2C(=O)OC)ccc1O | -6 | 10 | 14 | 8 | -7 | 2 | 11 | -8 | -1 | 7 | 18
CCCC(=O)C1=C(O)C(C(=O)OC)C(C)(C)CC1=NCCCCCC(=O)O (stereo not given) | 17 | -7 | -9 | -11 | -12 | 6 | 12 | -19 | -3 | -3 | 0
COc1ccccc1COc1ccc2c(C)c(CCC(=O)O)c(=O)oc2c1C | 10 | -12 | 6 | -2 | -7 | -13 | 7 | 0 | -2 | 27 | -4
COc1ccc(C2(CNC(=O)C(c3ccccc3)c3ccccc3)CCOCC2)cc1OC | -10 | 5 | 6 | 11 | 8 | 8 | 6 | 9 | 6 | -10 | -2
CC1(C)Cc2c(C#N)c(SCCC#N)nc(N3CCOCC3)c2CS1 | 2 | -19 | -34 | -31 | 4 | -3 | -14 | -13 | -3 | 2 | -2
COc1ccc(C(=O)NCCC2=CCCCC2)cc1 | 36 | -58 | -44 | 13 | -6 | 1 | -21 | -140 | -8 | 75* | 3
COc1ccc(CS(=O)(=O)CC(C)(O)c2ccc(Cl)cc2)cc1 (stereo not given) | -2 | 20 | -7 | -12 | -1 | 2 | -4 | 2 | 9 | 0 | -1
C=CC[C@H](CC(=O)N(CCO)Cc1ccccc1)C(=O)N[C@H](C)COC(=O)[C@@H](CC=C)CC(=O)OC(C)(C)C | 5 | 3 | -1 | -44 | -7 | -5 | -14 | -1 | 5 | 11 | 14
COc1ccc(C(=O)NCc2nnc(SCC(=O)NO)n2Cc2ccccc2)cc1 | 15 | -12 | 26 | 16 | -7 | 9 | 26 | 14 | 2 | -47 | -5
O=C(CS(=O)(=O)c1ccccc1)Nc1ccc(Br)cn1 | -36 | -40 | 14 | -41 | -5 | -6 | -4 | -15 | 16 | 4 | 0
Cc1ccc(C2=NN(CC(=O)NCCN(CC(C)C)CC(C)C)C(=O)CC2)cc1 | -6 | -6 | -1 | -10 | -3 | -14 | 3 | -3 | 1 | -13 | 12
CC(=O)Nc1ccc(-c2cc(N)n(-c3ccccc3)n2)cc1 | -61 | -135 | -71 | -47 | -15 | -2 | -36 | -86 | -6 | -24 | -6
COc1ccc(N2CCN(CCCNC(=O)c3cc4sccc4n3C)CC2)cc1 | 8 | -1 | 15 | 8 | 0 | -2 | -8 | -10 | 8 | 15 | -1
COc1ccc(NC(=O)c2cc3ccccc3o2)cn1 | -29 | -58 | -86 | -72 | -8 | 11 | -21 | -115 | 10 | 8 | 4
COc1ccc(CCNC(=O)COC(=O)C2=NNC(=O)CC2)cc1 | 8 | 16 | 0 | -17 | -5 | -3 | -7 | 36 | -1 | 0 | 3
Cc1cc(C(=O)NC(C)c2ccc3c(c2)OCO3)cs1 (stereo not given) | 7 | -10 | 6 | -24 | 5 | 8 | -1 | 18 | -3 | 15 | -1
COc1cccc(CN2CCNC(=O)C2CC(=O)N(C)CCC2CCOCC2)c1 (stereo not given) | -6 | -22 | 15 | -11 | 3 | 11 | 1 | 4 | 0 | 3 | 2
CCCCCCc1cc2cc(C(=O)Nc3ccccc3OC)c(=O)oc2cc1O | 6 | -23 | 13 | -32 | -2 | 1 | -2 | 11 | -4 | 12 | -4
O=C1NN=C(c2ccccc2)C1Cc1ccccc1 (stereo not given) | -4 | -9 | -23 | 8 | -7 | 0 | -3 | -28 | -7 | 13 | -7
CCOc1ccc(/C=N/NC(=O)CN2CCCCCCC2)cc1 | -1 | -26 | -8 | -33 | -12 | -3 | 4 | 1 | 4 | 6 | -2
O=C(Nc1cccc([N+](=O)[O-])c1)c1ccc2nsnc2c1 | -4 | 0 | -19 | 1 | -2 | 6 | -14 | 2 | 0 | -8 | 3
O=C(NC(=S)Nc1ccccc1O)c1ccc(Cl)cc1Cl | -61 | -43 | -45 | -17 | 7 | -5 | -32 | -29 | -1 | -27 | 1
CCN(CC)S(=O)(=O)c1cc([N+](=O)[O-])ccc1NNC(=O)Nc1ccc(F)cc1 | -19 | 0 | 5 | -3 | -5 | -10 | 5 | -5 | -2 | -24 | -1
Cc1cc(Cl)ccc1OCC(=O)OCC(=O)N(CC(C)C)c1c(N)n(Cc2ccccc2)c(=O)[nH]c1=O | 10 | 2 | -6 | 4 | -2 | 2 | -8 | 7 | 5 | 4 | 4
CSCCC(NC(=O)c1ccccc1Br)C(=O)NCC1CCCCC1 (stereo not given) | 2 | 11 | 8 | 0 | -6 | -6 | -14 | -13 | 6 | -16 | -4
Cc1ccc2nc(-c3cccs3)oc(=O)c2c1 | -42 | 10 | 13 | -11 | -6 | -2 | 7 | 9 | 9 | -5 | -3
COCCN1C(=O)C(=O)/C(=C(/O)c2ccc3c(c2)OCCO3)C1c1ccc(C(=O)OC)cc1 (stereo not given) | -3 | -17 | -4 | -21 | -17 | -12 | 8 | 5 | 1 | 17 | 0
CCOC(=O)C1=C(COC(=O)c2ccc(Br)c(S(=O)(=O)N3CCOCC3)c2)NC(=O)NC1C (stereo not given) | 15 | 1 | 8 | -16 | -4 | -4 | -24 | 11 | -8 | -18 | 0
CC(C)CC1Nc2ccc(C(=O)NCc3ccc4c(c3)OCO4)cc2NC1=O (stereo not given) | 9 | -12 | -3 | · | 3 | -3 | · | 2 | -7 | 16 | -11
OCC1OC(O)CC(O)C1O (stereo not given) | 11 | 2 | -30 | -22 | -1 | -7 | 11 | -5 | 1 | 7 | 4
Nc1ccccc1C(=O)NCc1ccc(F)cc1 | -20 | 1 | 16 | -27 | -7 | -6 | -1 | -6 | 1 | 8 | 3
CC(=O)c1sc(C(C)(C)C)cc1NC(=O)/C=C/C(=O)O | 15 | 11 | 0 | -8 | 0 | -5 | 13 | 14 | 3 | 0 | 1
O=[N+]([O-])c1ccccc1Nc1ccc(O)cc1 | 23 | 1 | 21 | 17 | 2 | -6 | -28 | -5 | -2 | -9 | -2
CCOc1cccc2sc(N3CCN(C(=O)c4ccc5ncsc5c4)CC3)nc12 | -9 | 9 | 9 | -7 | -8 | -9 | 6 | -1 | -4 | 6 | -4
COc1ccc(-c2oc3c(c2-c2cnc(OC)nc2)C(O)CC3)cc1 (stereo not given) | 7 | · | · | -32 | 3 | · | -21 | -17 | 9 | 6 | 5
CC1(C)CC(=O)C2=C(C1)NC(SCC(=O)Nc1ccccc1)=C(C#N)C21CCCCC1 | -17 | -4 | -6 | 6 | 6 | -6 | 9 | -16 | -8 | 24 | 6
CC(=O)c1ccc(C(=O)Nc2ccc3c(c2)C(=O)NC3=O)cc1 | -10 | -5 | -3 | -13 | 1 | -7 | 5 | 6 | -5 | -5 | -2
O=C(c1ccccc1NS(=O)(=O)c1ccc([N+](=O)[O-])cc1[N+](=O)[O-])N1O[C@@H]2C=C[C@H]1C2 | 3 | -4 | -11 | -13 | 0 | -7 | -2 | 2 | 27* | 24 | -2
O=C(COc1ccccc1)NCC(=O)N/N=C/c1ccco1 | 0 | -14 | 10 | -1 | -1 | 0 | 3 | -4 | 4 | 16 | 7
CC(=O)c1ccc(NC(=O)c2c(C)nn(-c3ccccc3)c2Cl)cc1 | -46 | -63 | -36 | -44 | -5 | -10 | -32 | -28 | -5 | -12 | -3

Not all compounds are listed (hit frequency here may not be typical).
